aGlu spleen mod = lysosomal alpha-glucosidase (human) modulation | P10253 | human spleen homogenate, 4-MU-alpha-glucoside fluorescence | Potency, µM (series often up to 79.9 µM), inactives show at the highest dose activity change, negative = inhibition, hits mostly inhibitors | 240,000 tested, 0.006% active;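 further: 0% = enzyme with vehicle and -100% = no enzyme basal signal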
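Human spleen homogenate (1 ug) with 4-methylumbelliferyl-alpha-D-glucopyranoside (1 mM final) in 50 mM citrate/phosphate pH 5.0, 0.01% Tween-20; 40 min at 37 C. Stopped at pH 10; 4-MU fluorescence Ex 365/Em 440 nm; AC50 by Hill fit.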
GAA glycogen mod = GAA glycogen-cleavage inhibition or activation. P10253. recombinant GAA, glycogen substrate, Amplex Red glucose oxidase fluorescence. Potency, µM (series often up to 76.4 µM), for inactives: at the highest dose activity change, negative = inhibition, most hits filed as inhibitors. 300,000 tested, 0.38% active;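 further: 0% = full enzyme reaction and -100% = no-enzyme basal signal; the screen sought inhibitors and activators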
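Recombinant human alpha-glucosidase (4 nM final) hydrolysed bovine liver glycogen (30 ug) for 40 min at 37 C in pH 5.0 citrate/phosphate with 0.01% Tween-20. Released glucose detected by glucose oxidase/Amplex Red, Ex 573/Em 610 nm. Compounds up to 77 uM; AC50 from Hill fits.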
An asterisk follows results filed as active; u = inconclusive; x = no result given; & = joins results of further samples; [ ] = another dose, or the depositor's remark. The call rests on the fitted dose curve; in most records, active means well fitted curve in the direction sought with a large enough effect; inconclusive means small, poorly fitted or top-dose-only effect, or another doubt; inactive means no such curve, though single readings can be large; an effect the other way counts as inactive or inconclusive. Potency means the concentration at half of the fitted maximal effect. The list is partial. The share of hits here may be higher or lower than overall.

Under each structure: aGlu spleen mod	GAA glycogen mod
[1] CC(=O)OC(C)(C)/C=C/C(=O)C(C)(O)C1[C@H](O)C[C@@]2(C)C3CC=C4C(CC[C@@H](O)C4(C)C)[C@]3(CO)C(=O)C[C@]12C (some centres undefined)
  x	4%
[2] CC1CCC(NC(=O)CNC(=S)N2CC3CC(C2)c2cccc(=O)n2C3)CC1 (centres undefined)
  x	1%[76.3 µM]
[3] COc1ccc(-n2c(/C=C/c3cccc(F)c3)nc3ccccc3c2=O)c(OC)c1
  x	5%
[4] C=CCn1c(O)c(Cc2ccc(OCC)cc2)c(=O)[nH]c1=O
  x	6%
[5] CN(C)S(=O)(=O)c1cccc(C(=O)N2CCC(C(=O)O)(c3ccccc3)CC2)c1
  x	1%[76.3 µM]
[6] COC(=O)Cn1cc(C(=O)c2ccccc2F)c2ccccc21
  x	-5%[76.3 µM]
[7] O=C(COc1ccc(Br)cc1)Nc1ccc(Cl)cc1C(=O)c1ccccc1
  x	-3%[76.3 µM]
[8] Cc1cccc(-c2nc(CN3C(=O)CN=C(c4ccccc4)c4ccccc43)c(C)o2)c1
  x	-4%[76.3 µM]
[9] CCN(CC)S(=O)(=O)c1ccc(C(=O)NC2CN3CCC2CC3)cc1 (centres undefined)
  x	6%
[10] COc1ccc(C(=O)C2CCCN(Cc3ccc(F)cc3F)C2)cc1F (centres undefined)
  x	-1%[76.3 µM]
[11] CCN1CCN(C(=O)COc2ccc(S(=O)(=O)Nc3ccc(Cl)cc3)cc2)CC1
  x	0%[76.3 µM]
[12] CCCCCn1c(=O)c(C(=O)Nc2cccc(C)n2)c(O)c2ccccc21
  x	-10%[76.3 µM]
[13] CCCCCCn1c(=O)c(C(=O)Nc2ncccc2O)c(O)c2ccccc21
  x	14%[76.3 µM]
[14] O=C(CCC(=O)N1C[C@H]2C[C@@H](C1)c1cccc(=O)n1C2)NCc1cccc(C(F)(F)F)c1
  x	19%[76.3 µM]
[15] Cc1ccc(N2C(=O)NC(=O)/C(=C\c3cn(CC(=O)O)c4ccccc34)C2=O)cc1
  x	-7%[76.3 µM]
[16] Cc1ccccc1OCC(=O)N1CCN(CCc2ccccn2)CC1
  x	13%[76.3 µM]
[17] COc1ccc(Cl)cc1NC(=O)CN1C(=O)CN=C(c2ccccc2)c2cc(Cl)ccc21
  x	-14%[76.3 µM]
[18] CN1CCN(C(=O)COc2ccc(S(=O)(=O)NC3CCCCC3)cc2Cl)CC1
  x	-5%[76.3 µM]
[19] c1ccc(CC2CCCCN2)cc1 (centres undefined)
  x	5%[76.3 µM]
[20] CC(=Nc1ccccc1N)c1c(O)n(C)c(=O)[nH]c1=O
  x	u
[21] C[C@]12CC[C@H]3C(CCC4(O)CC(O)CC[C@]34C=O)C1=CC[C@H]2c1ccc(=O)oc1 (some centres undefined)
  x	2%
[22] CCOc1ccccc1Oc1coc2cc(OC(=O)N(C)C)ccc2c1=O
  x	7%
[23] O=C(O)Cn1cc(C=C2C(=O)NC(=O)NC2=O)c2ccccc21
  x	-6%
[24] COc1ccc(-c2nn(CCC#N)cc2C(=O)Nc2ccccc2Cl)cc1
  x	-5%[76.3 µM]
[25] CC(=Nc1ccccc1N)c1c(O)n(C)c(=O)n(C)c1=O
  x	-1%[76.3 µM]
[26] CC(C)c1ccc(NC(=O)CSc2nnc(OC(=O)N(C)C)n2C2CC2)cc1
  x	0%[76.3 µM]
[27] N#CC(C#N)=C(C#N)c1ccc(Nc2ccccc2)cc1
  x	9%[76.3 µM]
[28] Cc1ccc(Cl)cc1NC(=O)NCc1cccn1Cc1ccc(F)cc1
  x	u
[29] C[C@@H]1CC[C@@]2(NC1)O[C@H]1C[C@H]3[C@@H]4CC=C5C[C@@H](O)CC[C@]5(C)[C@H]4CC[C@]3(C)[C@H]1[C@@H]2C
  x	-1%
[30] c1cc(CNCCc2ccc3c(c2)OCO3)ccn1
  x	-1%[76.3 µM]
[31] Cc1ccc(NC(=O)N(Cc2ccc3c(c2)OCO3)C2CCN(Cc3ccccc3)CC2)cc1F
  x	-6%[76.3 µM]
[32] Cc1ccc(C(C)(C)C)c(OCC(=O)Nc2ccc(Cl)cc2C(=O)c2ccccc2)c1
  x	-11%[76.3 µM]
[33] O=c1c2ccccc2nc(Cc2ccccc2)n1-c1ccccc1
  x	0%[76.3 µM]
[34] Cc1ccc2c(=O)n(-c3cccc(Cl)c3)c(=O)[nH]c2c1
  x	-7%[76.3 µM]
[35] CCC1(C)CN(S(=O)(=O)OCC(Cl)(Cl)Cl)C(=O)N1 (centres undefined)
  x	-4%[76.3 µM]
[36] O=C(O)c1ccccc1NC(=O)N1C[C@H]2C[C@@H](C1)c1cccc(=O)n1C2
  x	3%[76.3 µM]
[37] O=c1[nH]c(O)c(C=Nc2cccc(F)c2)c(=O)[nH]1
  x	-4%
[38] CN(C)CCN(CC1CCCN(Cc2ccccc2F)C1)C(=O)Cc1ccccc1F (centres undefined)
  x	-7%[76.3 µM]
[39] O=C1Nc2ccccc2C(c2ccccc2)=NC1O (centres undefined)
  x	-3%
[40] COc1ccc(-[n+]2c(-c3ccccc3)cc(-c3ccc(C)cc3)cc2-c2ccccc2)cc1
  x	16%[76.3 µM]
[41] O=C(Nc1cccc(C(F)(F)F)c1)OC1CN2CCC1CC2 (centres undefined)
  x	0%
[42] COc1cccc(NC(=O)Cn2cc(C(=O)c3ccccc3)c3ccccc32)c1
  x	-9%[76.3 µM]
[43] Cc1c(F)c(F)c(COC(=O)C2C(/C=C(\Cl)C(F)(F)F)C2(C)C)c(F)c1F (centres undefined)
  4%	x
[44] O=c1[nH]c2sccc2c2ccccc12
  2%	x
[45] Oc1ccc2c(c1)[C@@]13CCCCC1[C@@H](C2)N(CC1CCC1)CC3 (some centres undefined)
  -1%	x

Copied from above: nos. 44–45
Under each structure: aGlu spleen mod	GAA glycogen mod
[44] O=c1[nH]c2sccc2c2ccccc12
  2%	x
[45] Oc1ccc2c(c1)[C@@]13CCCCC1[C@@H](C2)N(CC1CCC1)CC3 (some centres undefined)
  -1%	x

Further results:
Under each structure: aGlu spleen mod	GAA glycogen mod
[46] CON(C)C(=O)Nc1ccc(Br)cc1
  -3%	x
[47] CC(C)C1C(=O)O[C@@H]2CCN3CC=C(COC(=O)[C@](C)(O)[C@]1(C)O)[C@H]23 (some centres undefined)
  -3%	x
[48] COC(=O)CC(=O)c1ccc2c(c1)OCO2
  -2%	x
[49] CC1CCC2C(C)C(=O)OC3O[C@]4(C)CCC1[C@@]32OO4 (some centres undefined)
  u	x
[50] CC(C)C[C@H](NC(=O)[C@H](Cc1ccccc1)NC(=O)CNC(=O)[C@@H](COC(C)(C)C)NC(=O)[C@@H](N)Cc1ccc(O)cc1)C(=O)N[C@H](C(=O)O)[C@@H](C)OC(C)(C)C
  -2%	x
[51] NC(=O)O
  0%	x
[52] CC(=O)O[C@@H]1[C@@H](O)C2OC3C=C(C)C(=O)[C@@H](O)[C@]3(CO)C1(C)C21CO1 (some centres undefined)
  -2%	x
[53] C[S@@](=O)CCCCN=C=S
  -2%	x
[54] O=C(O)c1cc(Oc2ccc(C(F)(F)F)cc2Cl)ccc1[N+](=O)[O-]
  -2%	x
[55] COC1=CC(=O)O[C@H](/C=C/c2ccc3c(c2)OCO3)C1
  2%	x
[56] COC(=O)c1cc(Oc2ccc(Cl)cc2Cl)ccc1[N+](=O)[O-]
  -1%	x
[57] CC(C)[C@H](NC(=O)[C@H](CC(=O)O)NC(=O)[C@H](Cc1ccccc1)NC(=O)[C@@H](C)NC(=O)[C@@H](N)Cc1ccc(O)cc1)C(=O)N[C@H](C(=O)NCC(N)=O)C(C)C
  3%	x
[58] CCC1(CC)CCNC1=O
  5%	x
[59] CCC(C)(C)O
  1%	x
[60] O=C1C(Cl)=CC(=Nc2ccc(O)cc2)C=C1Cl
  2%	x
[61] CC#C[C@]1(O)CC[C@H]2C3C=C(C)C4=CC(=O)C=C[C@]4(C)[C@H]3[C@@H](O)C[C@@]21C (some centres undefined)
  -3%	x
[62] CC(=O)O[C@H]1CC[C@]2(C=O)C3CC[C@]4(C)[C@@H](C5=CC(=O)OC5)CC[C@]4(O)C3CC[C@]2(O)C1 (some centres undefined)
  -3%	x
[63] C=CC[C@]1(O)CC[C@H]2[C@@H]3CCC4=CC(=O)CCC4=C3C=C[C@@]21C
  -5%	x
[64] CCN1CC2(OC(=O)c3ccccc3NC(C)=O)CCC(OC)[C@]34C1[C@H](CC23)[C@@]1(O)C[C@H](OC)[C@H]2CC4C1(O)[C@H]2OC (some centres undefined)
  7%	x
[65] CC1CC2CCC(O2)C(C)C(=O)OC(C)CC2CCC(O2)C(C)C(=O)OC(C)CC2CCC(O2)C(C)C(=O)OC(C)CC2CCC(O2)C(C)C(=O)O1 (centres undefined)
  5%	x
[66] CN(C)C(CSC(N)=O)CSC(N)=O
  1%	x
[67] N#CC(C#N)=Cc1ccc(O)cc1
  -2%&-5%	x
[68] N#Cc1c(Oc2cccc(OS(=O)(=O)CCCC(F)(F)F)c2)cccc1C(F)(F)F
  -1%	x
[69] CCCN(CCC)c1c([N+](=O)[O-])cc(S(N)(=O)=O)cc1[N+](=O)[O-]
  -2%	x
[70] COC(=O)COc1ccc(C[C@@H](C)NC[C@H](O)c2cccc(Cl)c2)cc1
  3%	x
[71] CCC(C)n1c(=O)[nH]c(C)c(Br)c1=O (centres undefined)
  5%	x
[72] Cc1[nH]c(=O)n(C(C)(C)C)c(=O)c1Cl
  2%	x

A draw from above in order of length of the SMILES, descending.
Under each structure: aGlu spleen mod	GAA glycogen mod
[1] CC(=O)OC(C)(C)/C=C/C(=O)C(C)(O)C1[C@H](O)C[C@@]2(C)C3CC=C4C(CC[C@@H](O)C4(C)C)[C@]3(CO)C(=O)C[C@]12C (some centres undefined)
  x	4%
[14] O=C(CCC(=O)N1C[C@H]2C[C@@H](C1)c1cccc(=O)n1C2)NCc1cccc(C(F)(F)F)c1
  x	19%[76.3 µM]
[36] O=C(O)c1ccccc1NC(=O)N1C[C@H]2C[C@@H](C1)c1cccc(=O)n1C2
  x	3%[76.3 µM]
[3] COc1ccc(-n2c(/C=C/c3cccc(F)c3)nc3ccccc3c2=O)c(OC)c1
  x	5%
[2] CC1CCC(NC(=O)CNC(=S)N2CC3CC(C2)c2cccc(=O)n2C3)CC1 (centres undefined)
  x	1%[76.3 µM]
[45] Oc1ccc2c(c1)[C@@]13CCCCC1[C@@H](C2)N(CC1CCC1)CC3 (some centres undefined)
  -1%	x
[38] CN(C)CCN(CC1CCCN(Cc2ccccc2F)C1)C(=O)Cc1ccccc1F (centres undefined)
  x	-7%[76.3 µM]
[7] O=C(COc1ccc(Br)cc1)Nc1ccc(Cl)cc1C(=O)c1ccccc1
  x	-3%[76.3 µM]
[13] CCCCCCn1c(=O)c(C(=O)Nc2ncccc2O)c(O)c2ccccc21
  x	14%[76.3 µM]
[22] CCOc1ccccc1Oc1coc2cc(OC(=O)N(C)C)ccc2c1=O
  x	7%
[35] CCC1(C)CN(S(=O)(=O)OCC(Cl)(Cl)Cl)C(=O)N1 (centres undefined)
  x	-4%[76.3 µM]
[6] COC(=O)Cn1cc(C(=O)c2ccccc2F)c2ccccc21
  x	-5%[76.3 µM]
[33] O=c1c2ccccc2nc(Cc2ccccc2)n1-c1ccccc1
  x	0%[76.3 µM]
[27] N#CC(C#N)=C(C#N)c1ccc(Nc2ccccc2)cc1
  x	9%[76.3 µM]
[72] Cc1[nH]c(=O)n(C(C)(C)C)c(=O)c1Cl
  2%	x
[66] CN(C)C(CSC(N)=O)CSC(N)=O
  1%	x
[19] c1ccc(CC2CCCCN2)cc1 (centres undefined)
  x	5%[76.3 µM]
[59] CCC(C)(C)O
  1%	x
[51] NC(=O)O
  0%	x
